Compound activity from PubChem.
TAAR1 antagonist: human TAAR1 antagonism; Q96RJ0; CHO RD-HGA16 TAAR1, Fluo-8 calcium fluorescence, antagonist; inhibition, % at 3 µM; 360,000 compounds, 1.5% hits;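 active = inhibition above a per-plate cutoff, the mean inhibition of test compounds on that plate plus 3 SD, cut at about 49% in these data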;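 note: 0% = DMSO plus EC80 beta-PEA response and 100% = DMSO alone without agonist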
Target sequence (Q96RJ0 whole entry, looked up): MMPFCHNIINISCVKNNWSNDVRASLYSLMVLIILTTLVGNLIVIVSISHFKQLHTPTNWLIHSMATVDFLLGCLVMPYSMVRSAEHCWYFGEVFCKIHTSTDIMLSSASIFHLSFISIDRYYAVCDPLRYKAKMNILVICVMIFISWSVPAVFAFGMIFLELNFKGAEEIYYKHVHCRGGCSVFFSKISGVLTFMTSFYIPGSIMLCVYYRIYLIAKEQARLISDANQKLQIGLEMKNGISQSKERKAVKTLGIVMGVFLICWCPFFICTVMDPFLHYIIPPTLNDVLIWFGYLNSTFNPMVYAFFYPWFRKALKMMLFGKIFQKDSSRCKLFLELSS
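Material: CHO RD-HGA16 cells bearing hTAAR1; compound dosing: one-point dosing, 3 µM nominal final; schedule: dye loading 75 min at 37 °C, then 30 min room temperature; measured by: calcium fluorescence with Fluo-8; control set: vehicle and agonist controls; replication: n of 1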
CHRM1 agonist: agonists of human M1 muscarinic receptor; 360,000 compounds, 0.33% hits; activation, % at 3 µM; AID 588814; P11229; CHO-K1 hM1, Fluo-8 calcium fluorescence, agonist mode; 0% DMSO, 100% acetylcholine EC100;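 active = activation above the run's mean compound activation plus 3 SD, cut at about 16% in these data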;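 note: peak over basal fluorescence ratio within a 140 s kinetic read after compound addition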
Target sequence (P11229 whole entry, looked up): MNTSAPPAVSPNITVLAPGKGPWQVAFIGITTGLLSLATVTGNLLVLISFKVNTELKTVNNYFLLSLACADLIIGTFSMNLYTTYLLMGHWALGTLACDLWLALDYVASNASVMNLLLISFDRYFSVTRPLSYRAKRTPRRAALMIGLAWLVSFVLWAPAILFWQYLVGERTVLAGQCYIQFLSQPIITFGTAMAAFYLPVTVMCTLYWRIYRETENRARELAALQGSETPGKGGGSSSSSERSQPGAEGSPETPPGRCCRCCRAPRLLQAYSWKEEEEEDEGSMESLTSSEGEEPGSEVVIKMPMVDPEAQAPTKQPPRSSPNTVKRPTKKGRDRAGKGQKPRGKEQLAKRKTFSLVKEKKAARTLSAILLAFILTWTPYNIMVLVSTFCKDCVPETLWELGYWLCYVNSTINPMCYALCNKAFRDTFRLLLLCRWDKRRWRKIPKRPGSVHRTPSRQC
CHRM1 antagonist: antagonists of human M1 muscarinic receptor. P11229. CHO-K1 hM1, Fluo-8 calcium fluorescence, ACh EC80 antagonist. inhibition, % at 3 µM. 360,000 compounds, 1.3% hits. AID 588852;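 active = percent inhibition above its own plate's cutoff, namely the mean of that plate's compound wells plus 3 SD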;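 note: peak over basal fluorescence ratio during 140 s after agonist addition; 0% = ACh EC80 plus DMSO and 100% = DMSO alone without agonist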
CHO-K1 Ca ag: counter-screen for M1 agonists: effect in parental CHO-K1 cells; activation, % at 3 µM; Fluo-8 calcium fluorescence; scaled to maximal ATP response, vehicle zero; 360,000 compounds, 0.48% hits; in the data active = activation above about 15%;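 note: untransfected CHO-K1 host cells lacking M1 receptor as counterscreen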
CHO parental Ca: counter-screen: ATP calcium response change in parental CHO cells | parental CHO-K1, ATP-induced calcium, Fluo-8 fluorescence | inhibition, % at 5.6 µM | 330,000 compounds, 0.63% hits | AID 463079;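 active = inhibition above that plate's mean sample inhibition plus 3 SD, cut at about 26% in these data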;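 note: 0% = ATP-challenged DMSO wells and 100% = DMSO wells without ATP; some compounds past the cut are filed as inactive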
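test system = CHO parental line | reagent = ATP stimulus | measured by = intracellular calcium via Fluo-8 no-wash fluorescent dye | control set = ATP and no-ATP DMSO wells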
CHO-K1 Ca antag: counter-screen for M1 antagonists: effect in parental CHO-K1 cells; ATP-induced calcium, Fluo-8 fluorescence; 360,000 compounds, 0.6% hits; inhibition, % at 3 µM; AID 602250;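 active = inhibition above a per-plate cutoff, the plate's mean sample inhibition plus 3 SD, cut at about 24% in these data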;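 note: 0% = DMSO plus EC80 ATP and 100% = DMSO alone without ATP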
CHRM1 PAM: human CHRM1 positive allosteric modulation; CHO-K1 hM1, Fluo-8 calcium fluorescence, ACh EC20; 0% = ACh EC20, 100% = maximal ACh; activation, % at 3 µM; 360,000 compounds, 0.088% hits; AID 588819; in the data active = activation above about 19%, passing the limit was not always enough
CHO-K1 Ca PAM: nonselective activator or artifact in parental CHO-K1 calcium assay; AID 602247; activation, % at 3 µM; ATP EC20, Fluo-8 calcium fluorescence; 0% at ATP EC20, 100% at ATP max; 360,000 compounds, 0.02% hits;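 active = activation above the run cutoff, the mean activation of all test compounds plus 3 SD, cut at about 40% in these data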;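 note: peak over basal fluorescence ratio in a 140 s read after ATP addition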
TAAR1 ag: agonists of human TAAR1; CHO RD-HGA16 TAAR1, Fluo-8 calcium fluorescence; vehicle wells 0%, saturating PEA agonist 100%; activation, % at 3 µM; 360,000 compounds, 0.99% hits;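 active = activation above the mean activation of all test compounds in the run plus 3 SD, cut at about 38% in these data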
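test system = CHO RD-HGA16 cells carrying human TAAR1 plus Gα16 | schedule = 17-24 h seeding, 75 min 37 °C dye, 30 min RT | compound dosing = 3 µM single concentration | control set = DMSO and PEA EC100 | replicates = n 1 | signal = Fluo-8 fluorescence, 5 s baseline then 140 s kinetic read | measure = percent activation vs PEA EC100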
* marks the source's active call; other numbers are inactive results; / = no result given.

SMILES	TAAR1 antagonist	CHRM1 agonist	CHRM1 antagonist	CHO-K1 Ca ag	CHO parental Ca	CHO-K1 Ca antag	CHRM1 PAM	CHO-K1 Ca PAM	TAAR1 ag
CCOC(=O)c1cnn(-c2ccc(NS(=O)(=O)c3ccc(Cl)cc3)cc2)c1C(F)(F)F	23.5	-2.4	16.6	2.9	-0.1	-7.6	-8.7	1.6	1.0
COC(=O)c1sc(NC(C)=O)c(C(=O)OC)c1C	1.4	-2.8	-3.8	0.1	-4.7	-6.8	6.6	17.7	0.3
Oc1ccc(/C=N/Nc2ccc(Cl)nn2)cc1O	-13.4	1.4	2.8	1.2	2.1	-10.0	3.0	4.9	21.0
C=CCSc1nc2c(c(=O)[nH]1)C(C(C)C)C(C#N)=C(N)O2 (stereo not drawn)	-25.1	-2.4	-11.1	0.8	-11.8	-4.4	8.8	9.8	-0.5
O=C(COC(=O)c1nn(-c2ccccc2)c(=O)c2ccccc12)NC1CCS(=O)(=O)C1 (stereo not drawn)	/	-4.6	-2.1	-0.2	-6.6	-8.2	3.6	18.4	/
CC(C)[n+]1ccn(C2=C([O-])c3ccccc3C(=O)/C2=N\S(=O)(=O)c2ccccc2)c1	-11.2	-5.9	-10.0	-0.2	-3.2	-0.9	4.2	9.0	0.6
CC(=O)Nc1ccc(S(=O)(=O)NNC(=O)c2ccc(S(=O)(=O)N3CCCCC3)cc2)cc1	4.7	-7.9	-9.6	0.4	1.7	2.4	7.0	4.3	1.4
O=c1cc(N2CCCCCC2)[nH]c(=O)n1-c1ccc(Cl)cc1	-17.9	-3.6	4.9	0.2	-13.0	4.2	-3.4	-1.1	1.1
CON(C)c1nc(NCC(C)C)nc(OCC#N)n1	4.2	-3.6	-12.5	0.8	-5.5	-7.4	5.4	17.2	1.4
Cc1n[nH]c(=O)c2c(NC(=O)CSc3nc4ccccc4c(=O)n3-c3ccc(OC(F)F)cc3)oc(C)c12	1.3	-5.0	-5.1	-0.6	-21.3	10.0	2.0	0.5	5.1
COC(=O)C1=C(CCc2ccccc2)NC(=O)NC1c1ccc([N+](=O)[O-])cc1 (stereo not drawn)	22.4	-7.8	10.3	4.1	-17.9	-5.7	0.1	19.2	1.1
CC(C)CN(C(=O)COC(=O)CNC(=O)c1ccccc1F)c1c(N)n(Cc2ccccc2)c(=O)[nH]c1=O	-4.8	-3.2	-4.1	0.5	-10.5	-3.6	4.6	2.0	1.4
O=C1CCN(Cc2ccccc2)CCN1[C@H](COc1ccccc1)Cc1ccccc1	2.6	-6.8	3.6	-0.8	-43.5	-8.7	-2.2	13.0	2.2
O=c1[nH]c(CN2CCN(Cc3ccccc3)CC2)nc2scc(-c3ccccc3)c12	-4.9	-5.6	-10.6	0.7	-24.2	-1.4	0.6	4.2	-0.7
CC(Sc1nnc(-c2cccnc2)n1N)C(=O)Nc1ccc2c(c1)OCCO2 (stereo not drawn)	-6.2	-8.5	2.4	0.5	/	-0.9	-4.4	9.5	0.5
N#C/C(=C\c1cn[nH]c1-c1ccc(Cl)cc1)C(=O)NC1CC1	/	0.8	10.7	6.0	-13.4	-1.6	-8.3	2.0	/
Cc1cccc(C(=O)OCC(=O)N2CCc3ccccc3C2)c1O	3.8	0.7	-3.4	-0.2	-16.4	3.2	-5.5	-9.2	5.3
O=C(CCC(=O)Nc1ccccc1Cl)NNC(=O)C1CCCCC1	-16.1	0.0	-14.9	0.7	-1.8	-14.2	4.0	4.8	0.3
CC1CCN(CCC(=O)Nc2ccccc2)CC1	-19.8	-3.7	13.4	0.1	-15.3	-12.2	0.1	3.9	7.8
COCCNC(=O)c1cc2nc(-c3ccccc3)cc(C)n2n1	1.4	-7.7	0.4	0.4	0.2	-3.9	5.7	10.2	5.9
CC(C)c1ccc(S(=O)(=O)NC2CCS(=O)(=O)C2)cc1 (stereo not drawn)	-8.8	1.6	-21.9	0.4	-12.5	2.0	17.6	-16.0	0.8
O=C(Nc1ccccc1)Nc1cccc2cccnc12	-1.7	-4.6	-13.1	0.3	-40.6	-9.2	9.8	24.1	3.3
Cc1ccc2nc(NC(=O)C3CCN(S(=O)(=O)c4cnc[nH]4)CC3)sc2c1	5.1	-1.3	-7.2	0.1	7.2	2.8	7.7	-5.3	-1.5
CCCCCC(=O)N1CC2(CC(c3cccc(NC(=O)[C@@H]4CCC(=O)N4)c3)=NO2)C[C@@H]1C(N)=O (stereo partly drawn)	-2.5	-3.4	8.1	0.6	-6.5	0.3	-2.7	-1.5	6.9
COC(=O)c1c(CCl)noc1C(=O)NC(C)C	-12.2	-0.2	-8.9	-0.2	4.1	-2.1	15.7	2.6	0.4

Grouped by structure: the entries above with a thiophene ring, fused or not.
SMILES	TAAR1 antagonist	CHRM1 agonist	CHRM1 antagonist	CHO-K1 Ca ag	CHO parental Ca	CHO-K1 Ca antag	CHRM1 PAM	CHO-K1 Ca PAM	TAAR1 ag
COC(=O)c1sc(NC(C)=O)c(C(=O)OC)c1C	1.4	-2.8	-3.8	0.1	-4.7	-6.8	6.6	17.7	0.3
O=c1[nH]c(CN2CCN(Cc3ccccc3)CC2)nc2scc(-c3ccccc3)c12	-4.9	-5.6	-10.6	0.7	-24.2	-1.4	0.6	4.2	-0.7

Some of these compounds in order of the CHRM1 antagonist value, rising:
structure	CHRM1 antagonist
O=C(CCC(=O)Nc1ccccc1Cl)NNC(=O)C1CCCCC1	-14.9
O=C(Nc1ccccc1)Nc1cccc2cccnc12	-13.1
O=c1[nH]c(CN2CCN(Cc3ccccc3)CC2)nc2scc(-c3ccccc3)c12	-10.6
N#C/C(=C\c1cn[nH]c1-c1ccc(Cl)cc1)C(=O)NC1CC1	10.7

Remaining list, next part.
SMILES	TAAR1 antagonist	CHRM1 agonist	CHRM1 antagonist	CHO-K1 Ca ag	CHO parental Ca	CHO-K1 Ca antag	CHRM1 PAM	CHO-K1 Ca PAM	TAAR1 ag
COc1ccc(-c2nnc(NC(=O)CSc3ccccc3)s2)cc1OC	1.3	-0.2	-1.6	-0.8	-11.1	-2.0	-1.1	13.9	3.8
C/C(CC1CC2=C(CC1(C)C)C(C)(C)CCC2)=N\NC(N)=S (stereo not drawn)	15.4	3.6	-14.4	0.9	-0.3	-2.4	14.8	-3.8	0.5
O=C(c1cncc(Br)c1)N1CCN(S(=O)(=O)c2ccc(Cl)cc2)CC1	-14.6	-5.4	-19.8	2.2	-28.0	-24.7	12.3	20.8	11.2
COC(=O)C(C)Oc1ccc2c(-c3cccc([N+](=O)[O-])c3)cc(=O)oc2c1 (stereo not drawn)	6.0	0.0	3.7	0.2	-7.9	-13.1	-5.6	6.1	-1.4
CCN=C1SC(C(=O)Nc2cccc(Br)c2)CC(=O)N1CC (stereo not drawn)	75.5*	-3.2	29.9*	7.9	-11.0	15.7	-14.9	-0.6	21.5
COC(=O)CCC(=O)NC1CC(C)(C)Cc2c1cnn2-c1ccccc1 (stereo not drawn)	-7.2	-2.3	-10.1	0.5	/	-4.3	3.0	12.7	2.1
CCc1nc(SCC(=O)Nc2ccc(N(C)C)cc2)n[nH]1	0.8	-2.2	-3.8	0.8	4.8	1.3	2.7	7.2	1.8
CC(=O)Nc1ccc(NC(=O)C(C)OC(=O)c2cccs2)cc1 (stereo not drawn)	-5.8	0.1	-10.1	0.3	-3.7	-18.4	4.5	23.1	-2.4
CN(C)/C=C/C(=O)c1ccc2noc(-c3cccc(F)c3)c2c1	17.0	-1.7	-4.1	-0.2	-13.9	-9.5	1.4	7.8	-0.1
C[C@H](CO)N1C[C@H](C)[C@H](CN(C)C(=O)Nc2ccccc2F)OCc2cnnn2CCCC1=O	3.7	-4.7	-14.3	0.5	/	-12.2	5.7	14.1	1.1
O=C(NCCCN1CCCC1=O)c1ccc(Cl)c(Cl)c1	-4.7	-6.6	3.1	0.0	-2.6	3.5	1.7	-2.4	7.5
Cc1cc(C)cc(NC(=O)C(Sc2ncnc3ccccc23)c2ccccc2)c1 (stereo not drawn)	-7.1	-4.5	-0.1	0.3	-15.3	0.1	0.8	3.5	1.0
CCCCC(O)(CCCC)C(=O)NN(C(=O)OC)c1ccc(C)cc1	-65.8	-8.2	-10.8	0.5	-20.3	3.4	8.9	9.6	-1.2
Cc1cc([N+](=O)[O-])ccc1NC(=O)C(C)NC1CCCCC1 (stereo not drawn)	-3.4	-3.0	-2.0	0.5	-10.4	-6.2	2.6	11.8	-0.4
Cc1ccc(S(=O)(=O)N2CCCC2C(=O)Nc2nccs2)cc1 (stereo not drawn)	1.8	0.6	-15.4	2.1	-8.8	2.5	-0.2	7.8	9.2
O=C1NC2(CCCCCC2)C(=O)N1Cc1ccccc1Cl	-16.2	-6.4	-5.5	2.0	-16.9	-15.6	6.7	10.6	1.2
CC(Oc1ccc2c3c(c(=O)oc2c1)CCC3)C(=O)NCc1cccnc1 (stereo not drawn)	-7.2	-3.3	-5.6	1.6	-21.3	-15.7	3.4	6.9	1.1
CCn1ccc(C(=O)Nc2ccccc2Cl)n1	-0.3	-7.6	-10.7	-0.4	-6.5	-9.9	15.1	13.1	-1.6
CC1(C)SCC(C(=O)O)NC1=O (stereo not drawn)	-7.9	-2.1	-7.9	1.4	11.3	-7.1	11.7	18.2	2.7
CC(=O)c1cccc(NC(=O)C(Sc2ncnc3ccccc23)c2ccccc2)c1 (stereo not drawn)	-4.1	-0.2	-0.4	0.5	-3.9	-10.0	-0.5	2.6	2.6
C/C(=N\NC(=O)C1CC1)c1cccs1	-6.2	-0.2	-4.7	0.1	4.5	8.6	1.4	-3.5	5.7
O=c1[nH]c(CN2CCN(S(=O)(=O)c3ccc(Cl)cc3)CC2)nc2cc(Cl)ccc12	3.5	-7.8	1.6	-0.3	2.4	2.2	-1.7	17.3	1.7
CCC(=O)c1ccc(N2CCN(C(=O)c3ccc(Br)cc3)CC2)c(F)c1	-2.6	4.2	1.2	0.4	-5.5	-7.3	5.0	-7.8	-4.6
CC(C)CCNC(=O)CCCCn1c(=O)[nH]c2ccsc2c1=O	-10.2	-1.8	-9.8	0.3	-10.8	-9.7	5.0	6.8	0.3

Compounds as they come. Share with any hit: about 4.4%.
